CHRM4 antagonist: antagonists of human muscarinic M4 receptor (CHRM4) | hit rate 0.73% among 360,000 | AID 624125 | P08173 | inhibition, % at 3 µM | CHO-hM4 cells, ACh EC80, Fluo-8 calcium fluorescence;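 active = inhibition above its plate's cutoff, the mean inhibition of sample wells plus 3 SD, cut at about 27% in these data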;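 also: 0% = acetylcholine EC80 with DMSO and 100% = DMSO without agonist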
Target sequence (P08173 whole entry, looked up): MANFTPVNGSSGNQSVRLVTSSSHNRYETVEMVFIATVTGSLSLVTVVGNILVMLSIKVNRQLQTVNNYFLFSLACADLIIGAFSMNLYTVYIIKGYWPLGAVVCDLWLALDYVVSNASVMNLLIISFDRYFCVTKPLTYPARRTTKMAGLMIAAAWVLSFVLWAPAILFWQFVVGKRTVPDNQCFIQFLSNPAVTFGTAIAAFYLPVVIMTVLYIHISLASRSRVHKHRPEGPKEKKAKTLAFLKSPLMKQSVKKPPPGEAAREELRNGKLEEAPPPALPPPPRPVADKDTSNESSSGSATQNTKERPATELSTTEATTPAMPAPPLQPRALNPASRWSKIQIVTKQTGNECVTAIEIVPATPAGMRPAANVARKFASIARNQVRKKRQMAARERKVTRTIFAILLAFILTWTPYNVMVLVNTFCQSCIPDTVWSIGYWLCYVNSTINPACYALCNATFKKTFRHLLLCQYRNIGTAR
M4 PAM: potentiates acetylcholine response at human M4 receptor; hit rate 0.4% among 360,000; activation, % at 3 µM; CHO-K1 hM4/Gqi5, Fluo-8 calcium fluorescence, ACh EC20; 0% = ACh EC20, 100% = maximal ACh; P08173;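 active = activation above its plate's cutoff, the mean activation of sample wells plus 3 SD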; also: some results filed as inactive read as strong as hits
M1 PAM: potentiates human M1 receptor response to acetylcholine; activation, % at 3 µM; P11229; hit rate 0.088% among 360,000; CHO-K1 hM1, Fluo-8 calcium fluorescence, ACh EC20; 0% = ACh EC20, 100% = maximal ACh; in the data active = activation above about 19%, passing the limit was not always enough
CHRM4 agonist: agonists of human muscarinic M4 receptor (CHRM4). CHO-K1 hM4/Gqi5, Fluo-8 calcium fluorescence; vehicle 0%, full acetylcholine response 100%. hit rate 0.14% among 360,000. activation, % at 3 µM. P08173;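 active = activation above the run mean over all test wells plus 3 SD, cut at about 32% in these data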;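 also: peak over basal fluorescence ratio per well then scaled between controls; 0% = DMSO wells and 100% = acetylcholine at EC100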
CRFR2-BP ag: CRF-BP/CRF-R2 complex agonism | activation, % at 13.2 µM | hit rate 0.46% among 350,000 | HEK293 CRF-R2/CRF-BP, calcium dye fluorescence (FLIPR); percent of saturating CRF peptide response;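 active = activation of at least 50%, plus an integration ratio under a set limit after plate pattern correction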;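 also: plate controls were neutral control wells without compound for no effect and CRF at EC100 for full effect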
M5 antag: antagonists of human muscarinic M5 receptor (CHRM5). P08912. CHO-hM5 cells, Fluo-8 calcium fluorescence, ACh EC80. inhibition, % at 3 µM. hit rate 0.59% among 360,000. AID 624040;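 active = inhibition above a per-plate cutoff, the mean of that plate's test compounds plus 3 SD, cut at about 27% in these data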;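 also: 0% = acetylcholine EC80 with DMSO and 100% = DMSO without agonist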
Target sequence (P08912 whole entry, looked up): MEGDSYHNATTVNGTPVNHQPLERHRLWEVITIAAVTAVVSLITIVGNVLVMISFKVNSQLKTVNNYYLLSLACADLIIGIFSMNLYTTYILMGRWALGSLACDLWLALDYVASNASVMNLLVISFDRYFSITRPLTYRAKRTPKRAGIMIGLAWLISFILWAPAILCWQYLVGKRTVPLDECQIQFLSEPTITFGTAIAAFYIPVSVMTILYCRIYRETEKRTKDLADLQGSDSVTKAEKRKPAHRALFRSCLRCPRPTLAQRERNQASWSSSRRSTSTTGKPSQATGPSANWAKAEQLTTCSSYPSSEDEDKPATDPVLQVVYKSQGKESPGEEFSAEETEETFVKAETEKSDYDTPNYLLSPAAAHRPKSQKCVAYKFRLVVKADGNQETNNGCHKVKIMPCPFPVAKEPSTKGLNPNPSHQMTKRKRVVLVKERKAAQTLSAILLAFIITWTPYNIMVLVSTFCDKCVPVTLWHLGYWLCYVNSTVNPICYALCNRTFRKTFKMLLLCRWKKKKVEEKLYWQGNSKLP
CHRM5 agonist: agonists of human muscarinic M5 receptor (CHRM5). AID 624037. P08912. activation, % at 3 µM. CHO-K1 hM5 cells, Fluo-8 calcium fluorescence; 0% DMSO wells, 100% maximal acetylcholine response. hit rate 0.19% among 360,000;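 active = activation above the run's mean over test compounds plus 3 SD, cut at about 23% in these data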;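 also: signal is peak over basal fluorescence ratio across the kinetic read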
M5 PAM: potentiates acetylcholine response at human M5 receptor; hit rate 0.3% among 360,000; AID 624038; CHO-K1 hM5, Fluo-8 calcium, ACh EC20 PAM; 0% = ACh EC20, 100% = ACh EC100; activation, % at 3 µM; P08912;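 active = activation above the run cutoff, the mean activation of all test compounds plus 3 SD, cut at about 18% in these data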
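Assay system: CHO-K1 hM5 cells / Incubation: Fluo-8 loading 80 min at 37 °C plus 30 min room temperature / Technique: Fluo-8 calcium dye fluorescence, kinetic read / Repeats: single replicate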
CRFR2-BP antag: blocks CRF-induced signaling of the CRF-BP/CRF-R2 complex | HEK293 CRF-R2/CRF-BP, CRF-induced calcium fluorescence | inhibition, % at 11.8 µM | hit rate 0.59% among 350,000 | AID 588475;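 active = inhibition of the ligand-induced calcium signal above about 50% at the single tested concentration, limit read from the data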
An asterisk follows results filed as active; / = no result given.

item	Molecule	CHRM4 antagonist	M4 PAM	M1 PAM	CHRM4 agonist	CRFR2-BP ag	M5 antag	CHRM5 agonist	M5 PAM	CRFR2-BP antag
1	COc1ccc(C(=O)COc2ccc3c(C)cc(=O)oc3c2)cc1	18	-7	-1	3	-0.6	10	2	-8	-2
2	O=C(NNC(=O)c1cc(OCC(F)(F)F)ccc1OCC(F)(F)F)c1ccc(Cl)c(Cl)c1	8	-8	-12	3	0.3	10	-5	-8	-4
3	CC(C)CCN1CCN(Cc2cccc3nonc23)CC1CCO (stereo not drawn)	11	-11	1	0	-1.2	7	-6	-5	-2
4	CCOc1cc(C2NN=C(c3ccccc3)S2)ccc1OCc1ccc(F)cc1 (stereo not drawn)	-6	0	3	0	5.8	-5	1	3	15
5	CC[N+](CC)(CC=C(C)C)CC(=O)OC	-3	-1	11	1	-0.6	5	-4	0	-2
6	O=S(=O)(CCc1nc2ccccc2s1)c1ccc2ccccc2c1	2	1	3	0	0.9	3	-1	-5	7
7	CCOc1cc(/C=N/NC(=O)c2cc(C)n(-c3ccc(F)cc3)c2C)ccc1O	-1	14	3	0	-4.5	-11	-18	5	26
8	C=CCSc1ncc(CO)n1Cc1ccccc1	-10	7	0	1	3.6	11	0	-2	-14
9	O=C(NCc1cccnc1)c1cc(C2CCCN(C(=O)c3ccccn3)C2)on1 (stereo not drawn)	-5	2	3	0	/	-1	1	-3	/
10	COc1cc(-c2nc3ccc(N4CCN(C)CC4)cc3[nH]2)cc(OC)c1OC	5	-3	-3	0	-2.2	10	0	2	4
11	CC(C)CNC(=O)C1(N2C(=O)c3ccccc3C2=O)CCCC1	7	4	12	0	-2.8	3	3	9	18
12	COc1cc(OC)cc(N(C(=O)c2snc(C(N)=O)c2N)C(C(=O)NCC2CCCO2)c2ccc(C)o2)c1 (stereo not drawn)	2	2	16	1	/	-7	-1	13	/

Random excerpt: 2 records from the list, in no set order.
item	Molecule	CHRM4 antagonist	M4 PAM	M1 PAM	CHRM4 agonist	CRFR2-BP ag	M5 antag	CHRM5 agonist	M5 PAM	CRFR2-BP antag
2	O=C(NNC(=O)c1cc(OCC(F)(F)F)ccc1OCC(F)(F)F)c1ccc(Cl)c(Cl)c1	8	-8	-12	3	0.3	10	-5	-8	-4
3	CC(C)CCN1CCN(Cc2cccc3nonc23)CC1CCO (stereo not drawn)	11	-11	1	0	-1.2	7	-6	-5	-2

(continued)
item	Molecule	CHRM4 antagonist	M4 PAM	M1 PAM	CHRM4 agonist	CRFR2-BP ag	M5 antag	CHRM5 agonist	M5 PAM	CRFR2-BP antag
13	Cc1ccc(NC(=O)COC(=O)C2CC(=O)N(Cc3ccccc3)C2)cc1S(=O)(=O)N(C)C (stereo not drawn)	3	-5	7	1	-1.1	7	-2	6	5
14	Cc1ccc(CNC(=O)C2CCC(=O)N(CC3CCCCC3)C2)o1 (stereo not drawn)	2	1	0	0	-2.0	2	-1	-5	-6
15	COc1ccc(N/N=C(/C#N)S(=O)(=O)C(C)(C)C)cc1	-10	4	2	3	-0.7	-10	3	-2	15
16	NC(=O)c1ccc(NC(=O)COC(=O)c2ccc(Br)c(S(=O)(=O)N3CCOCC3)c2)cc1	-6	9	4	1	-1.4	-2	1	6	-5
17	CC(=O)Nc1ccc(CNc2nc3cc(-c4ccc(F)cc4)sc3c(=O)n2C)cc1	-7	1	-2	4	/	7	1	-5	/
18	CN(Cc1ccccc1)C(=O)c1ccc(NC(=O)Cc2ccc(NC(=O)C3CCCN(C(=O)C4CC4)C3)cc2)cc1 (stereo not drawn)	-3	4	7	2	0.8	4	1	-4	2
19	Cc1cccc(N2C(=O)CN(Cc3ccccc3)C2=S)c1	3	-6	-7	0	-9.7	7	-5	-12	5
20	CN1CCN(CCCNc2c(C=O)c(=O)[nH]c3ccccc23)CC1	-1	0	7	1	1.1	7	-2	6	6
21	CCN(C(=O)COC(=O)c1n[nH]c2ccccc12)c1ccccc1	-5	0	7	2	0.9	4	4	-4	5
22	CC(=O)c1cc(C#N)c(N2CCOCC2)nc1C	-4	3	4	1	-2.6	1	-1	1	46
23	O=C(c1cccc2ccccc12)N1CCN(c2ccccc2F)CC1	-6	6	8	3	-1.1	1	-2	0	-44
24	C#CCOCCOCCOCCNc1nc(N2CCN(C(=O)[C@H]([C@@H](C)CC)n3cc(CCCCN)nn3)CC2)nc(N2CCN(C(=O)[C@H]([C@@H](C)CC)n3cc(CCCN=C(N)N)nn3)CC2)n1	-12	1	-3	1	0.1	1	-7	5	10

Other results follow.
item	Molecule	CHRM4 antagonist	M4 PAM	M1 PAM	CHRM4 agonist	CRFR2-BP ag	M5 antag	CHRM5 agonist	M5 PAM	CRFR2-BP antag
25	COc1cc(OC)cc(C(=O)NNC(=O)CCOc2ccccc2OC)c1	-1	5	3	2	1.1	-2	0	8	2
26	CN1CCC(=NNC(=O)CSCc2ccccc2)CC1	-2	2	7	1	-1.0	-5	1	2	-1
27	COc1ccc(C2=Nn3c(nnc3-c3ccccc3F)SC2)cc1OC1CCCC1	29*	-9	-19	6	1.0	12	-10	-32	3
28	CC(C)Nc1nc(Oc2ccc(Cl)cc2)cc(C(F)(F)F)n1	-6	4	8	-1	4.5	-4	0	4	17
29	CCOc1cc(/C=N/O)ccc1OCc1ccc(C)cc1	5	-1	0	-1	-11	-3	-5	2	-3
30	CC1(C)NC(C)(C)C(O)(C(N)=O)C1=O (stereo not drawn)	-12	9	7	0	-2.8	0	0	-2	-9
31	Cc1cccc(OCC(=O)O/N=C(\N)Cc2ccc(Cl)cc2)c1	-6	7	-1	-1	1.7	-1	-4	0	4
32	CCC1CCc2c(n(C)c3ccccc3c2=O)O1 (stereo not drawn)	4	0	-2	-2	0.5	-1	-2	-5	-9
33	CC1Sc2ccc(S(=O)(=O)N3CCN(c4ccccc4)CC3)cc2NC1=O (stereo not drawn)	-1	-7	5	10	-0.5	-6	4	-7	-5
34	CCn1c(=O)cc(SCC(=O)NCCC2=CCCCC2)c2ccccc21	14	-16	-12	3	0.1	16	0	-12	-21
35	Cn1c(SCC(=O)c2ccccc2)nnc1-c1cccnc1	1	5	10	0	4.3	-8	-2	1	-12
36	CCN1C(=O)[C@H]2[C@@H](c3ccc(-c4ccc5c(c4)OCO5)c(OC)c3)N[C@@](Cc3ccccc3)(C(=O)OC)[C@H]2C1=O	-3	5	1	2	-0.8	13	-1	-11	-5

Remaining list, next part
item	Molecule	CHRM4 antagonist	M4 PAM	M1 PAM	CHRM4 agonist	CRFR2-BP ag	M5 antag	CHRM5 agonist	M5 PAM	CRFR2-BP antag
37	Cc1cc(C)c(C(=O)CSc2n[nH]c(-c3ccncc3)n2)c(C)c1	-6	3	-6	5	-1.0	3	0	-12	-13
38	Cc1nn(C)c(C(=O)N2CCc3ccccc32)c1Cl	-5	16	4	-1	1.6	3	-3	2	11
39	O=S(=O)(c1ccccc1)c1nc(-c2ccco2)oc1NCc1cccnc1	8	0	13	0	0.7	4	-1	-8	-3
40	CCOC(=O)C1CCN(C(=O)CN2C(=O)c3ccccc3S2(=O)=O)CC1	-6	4	2	1	3.2	6	2	-6	-12
41	O=c1[nH]c2ccc(NC(=S)NCc3ccccc3)cc2[nH]1	19	14	15	0	0.9	2	0	6	9
42	C[C@@H](NC(=O)c1[nH]cnc1C(=O)Nc1nccs1)c1ccccc1	6	12	14	1	-1.0	1	2	0	10
43	COC(=O)c1ccc([C@H]2C=C(C(=O)O)O[C@@H](OCc3ccc(CO)cc3)C2)cc1	6	5	9	1	0.7	1	2	4	-19
44	CCOC(=O)N1C(=O)C[C@](Sc2ccc(C)cc2)(C(=O)OC)[C@H]1c1ccccc1	2	0	/	13	/	-6	0	2	/
45	CN(CCc1ccccc1)C(=O)c1ccc(NC(=O)Cc2ccc(NC(=O)C3CCCN(C(=O)C4CCC4)C3)cc2)cc1 (stereo not drawn)	-13	-2	-1	1	-1.6	-6	-1	4	12
46	CCc1ccccc1NC(=O)Nc1ccon1	1	10	14	0	0.0	10	-4	-1	-3
47	O=C(NC1CCCCC1)c1c(O)nc2sccn2c1=O	-3	6	9	0	0.0	2	1	3	6
48	COc1ccc(C2/C=C\CN(S(=O)(=O)c3ccc(C)cc3)CC(=O)N2Cc2cccc(F)c2)cc1 (stereo not drawn)	-5	-7	13	0	-0.8	4	0	-8	-4

(further entries)
item	Molecule	CHRM4 antagonist	M4 PAM	M1 PAM	CHRM4 agonist	CRFR2-BP ag	M5 antag	CHRM5 agonist	M5 PAM	CRFR2-BP antag
49	O=C1c2cccc3cccc(c23)C(=O)N1OS(=O)(=O)c1ccccc1	6	15	10	2	-1.0	-4	1	1	6
50	CCN(CC)S(=O)(=O)c1ccc(N2CCOCC2)c(NC(=O)c2ccc3c(c2)OCCO3)c1	-14	12	2	3	-0.7	7	-4	5	1
51	CCCC(=O)Nc1ccc(C(=O)O)cc1NC(=O)CCC	-3	2	-4	0	-1.1	-2	-4	-2	2
52	CCOC(=O)C1CCCN(S(=O)(=O)c2ccc(OC)c3ccccc23)C1 (stereo not drawn)	-1	-5	0	4	-0.1	5	0	-7	6
53	O=C(NCCN1C(=O)S/C(=C\c2ccc(OC(F)F)cc2)C1=O)C1=COCCO1	-16	-9	1	19	0.6	-2	2	-14	-1
54	c1ccc2oc(NC3=NCN(C4CCCCC4)CN3)nc2c1	7	3	13	2	0.2	12	3	9	-2
55	COC(=O)c1cc(C(=O)OC)cc(N2C(=O)CN=C2Nc2nc(C)cc(C)n2)c1	1	0	2	1	-0.1	3	0	-2	-8
56	O=C(O)CSc1nnc(Nc2ccccc2)n1-c1ccccc1	3	2	11	1	0.5	4	-2	-4	-6
57	COc1ccc(-c2nc(CN3CCN(Cc4ccccc4)CC3)c(C)o2)cc1	8	-2	6	3	-2.2	-4	-8	-2	-3
58	O=C1N[C@H](Cc2ccccc2)COC(=O)[C@H](Cc2ccc(F)cc2)CC/C=C/C[C@@H]1CC(=O)N(CCO)Cc1ccccc1	6	-4	-4	21	-0.8	19	4	-25	-5
59	Cc1cccc(OCC(=O)NC(C)C(=O)N/N=C/c2c(OCc3ccccc3)ccc3ccccc23)c1 (stereo not drawn)	1	12	-3	0	0.4	0	-3	4	-8
60	O=C(O)C1CCc2nc(NCc3ccccc3)nc(NCc3ccccc3)c2C1 (stereo not drawn)	3	-1	-6	0	-1.1	13	-2	1	-5

From PubChem

Compounds as they come; about 2.6% have a hit in one of these screens.
